Tb PFK inh – T. brucei PFK enzyme inhibition; Potency, µM (series often up to 57.5 µM), for inactives: at the top dose activity, negative = inhibition, most hits filed as inhibitors; AID 485367; hit rate 0.17% among 330,000; T. brucei PFK, ADP-Glo luminescence; O15648;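 further: potency means the concentration at half of the fitted maximal effect; 0% = uninhibited 1x PFK enzyme wells and -100% = no-enzyme wells; nearly all actives have a fitted effect of over 60% in size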
Target sequence (O15648 whole entry, looked up): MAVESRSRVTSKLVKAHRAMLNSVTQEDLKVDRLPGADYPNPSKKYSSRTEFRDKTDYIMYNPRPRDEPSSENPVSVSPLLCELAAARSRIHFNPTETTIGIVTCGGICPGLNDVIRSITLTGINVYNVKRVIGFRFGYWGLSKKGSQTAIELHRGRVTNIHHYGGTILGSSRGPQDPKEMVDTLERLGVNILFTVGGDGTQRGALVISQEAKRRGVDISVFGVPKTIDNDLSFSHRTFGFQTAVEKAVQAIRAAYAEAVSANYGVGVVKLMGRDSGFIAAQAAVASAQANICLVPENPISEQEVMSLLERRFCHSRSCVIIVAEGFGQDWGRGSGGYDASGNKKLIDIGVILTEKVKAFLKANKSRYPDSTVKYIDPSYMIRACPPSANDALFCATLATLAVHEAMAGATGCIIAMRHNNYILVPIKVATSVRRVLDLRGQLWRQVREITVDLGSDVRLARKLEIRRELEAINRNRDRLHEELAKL
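In TEA buffer at pH 8.0 with 5 mM MgCl2, enzyme (1.25 nM) converted F6P (0.5 mM) and ATP (0.1 mM) for 45 min at room temperature. ADP product was read by luciferase luminescence.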
Mito fusion yeast – blocks mitochondrial division or promotes mitochondrial fusion. S. cerevisiae fusion-defective mutant growth rescue, CellTiterGlo 48 h. Potency, µM (titrated, usually from 46.1 µM), for inactives: top-dose growth rescue (activation), most hits filed as activators. hit rate 0.23% among 320,000. AID 485298;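 further: potency means the concentration at half of the fitted maximal effect; % of control where 0% means no effect; nearly all actives have a fitted effect of over 45% in size; temperature-sensitive fusion mutants such as fzo1-1 at 37 °C on non-fermentable ethanol glycerol medium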
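Yeast fusion mutant, YPEG (non-fermentable carbon), compound, 48 h at 37C non-permissive; CellTiterGlo added, 10 min RT, luminescence read. Rescued growth = division inhibition.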
ASM inhibitor – inhibitors of human secretory acid sphingomyelinase | placental ASM, HMU-PC fluorogenic substrate, 60 min | P17405 | AID 504937 | hit rate 0.006% among 340,000 | Potency, µM (doses to about 57.5 µM), without a hit: top-dose activity change, negative = inhibition, hits mostly inhibitors; further: potency means the concentration at half of the fitted maximal effect
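Human placenta-derived ASM preincubated with compound 10 min at room temperature, then reacted with 9 uM (final) fluorogenic HMU-PC substrate for 60 min at 37 C. Stop solution raises pH to 10; fluorescence read at Ex 386/Em 447 nm.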
Eya2 inh – blocks the phosphatase activity of human Eya2 | Potency, µM (top dose mostly 76.9 µM), without a hit: at the top dose activity, negative = inhibition, most hits filed as inhibitors | hit rate 0.006% among 330,000 | AID 488837 | recombinant Eya2, OMFP fluorescence dephosphorylation (OMFP is methylfluorescein phosphate) | O00167; further: potency means the concentration at half of the fitted maximal effect; on the % scale 0 is the no-effect control and ±100 the full control effect
Target sequence (O00167 whole entry, looked up): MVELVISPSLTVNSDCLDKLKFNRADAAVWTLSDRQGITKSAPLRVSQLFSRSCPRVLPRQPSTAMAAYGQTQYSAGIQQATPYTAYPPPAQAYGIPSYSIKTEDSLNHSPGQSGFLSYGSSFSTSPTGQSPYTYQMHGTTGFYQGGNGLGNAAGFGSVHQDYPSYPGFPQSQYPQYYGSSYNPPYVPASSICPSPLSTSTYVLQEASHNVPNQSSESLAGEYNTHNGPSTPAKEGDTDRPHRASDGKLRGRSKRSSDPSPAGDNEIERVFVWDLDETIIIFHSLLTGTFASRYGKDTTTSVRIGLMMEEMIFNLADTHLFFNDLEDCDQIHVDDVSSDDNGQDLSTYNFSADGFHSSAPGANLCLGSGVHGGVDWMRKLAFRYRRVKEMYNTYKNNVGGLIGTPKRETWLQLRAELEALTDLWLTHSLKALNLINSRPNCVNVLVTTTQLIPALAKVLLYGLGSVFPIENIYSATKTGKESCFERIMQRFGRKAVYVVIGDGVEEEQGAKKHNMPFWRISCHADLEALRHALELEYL
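Eya2 protein (added as 0.2 uM solution) was preincubated with compound for 10 min at ambient temperature in 50 mM HEPES pH 7.5, 50 mM NaCl, 5 uM MgCl2, 0.05% BSA, 1 mM DTT. OMFP (added at 50 uM) then reacted 10 min; fluorescence read at 485/525 nm.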
Integrin act MD – activates integrin-mediated alleviation for muscular dystrophy. Potency, µM (highest dose often 38.3 µM), for the others: top-dose activation, hits mostly activators. AID 624291. hit rate 0.064% among 350,000. alpha7betagal myoblasts, beta-gal FDG fluorescence, 48 h;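 further: potency means the concentration at half of the fitted maximal effect; 100% = response of the positive control SU9516; nearly all actives have a fitted effect of over 60% in size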
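alpha7betagal+/- myoblasts (passage 13, 250/well) treated 48 h at 37C with compounds at 1:260 dilution of DMSO stock. Lysed, then beta-galactosidase activity read as FDG fluorescence (ex 480/em 540) after 30 min, with pre-read for autofluorescence.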
TSHR antagonist – antagonists of human thyroid stimulating hormone receptor; activity change, negative = inhibition, % at 11.5 µM; hit rate 0.2% among 330,000; AID 504810; TSHR-expressing cells, TSH-stimulated cAMP HTRF, 2 h; active compounds read low; P16473;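 active means activity change below a set negative limit, meaning inhibition stronger than a set level, cut at about -70% in these data; inconclusive means activity change between two set negative limits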; further: on the % scale 0 is the no-effect control and ±100 the full control effect
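Competitive HTRF cAMP read-out (cryptate anti-cAMP antibody, cAMP-d2; 30 min, room temperature) in freshly harvested TSHR cells. Compounds added before TSH at EC80 (4nM final), followed by 2 hours' incubation at 37 deg C.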
ELG1 DNA repair – ELG1-dependent DNA repair inhibition. HEK293T ELG1-luciferase reporter, luminescence, 16 h; DNA damage induced by 5-fluorouridine. hit rate 2.3% among 330,000. Potency, µM (top dose mostly 46.1 µM), inactives show top-dose activity change, negative = inhibition, actives largely listed as inhibitors; further: potency means the concentration at half of the fitted maximal effect; on the % scale 0 is the no-effect control and ±100 the full control effect; nearly all actives have a fitted effect of over 55% in size
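Reporter activity after DNA damage by 5-fluorouridine is monitored. Compound-treated cells incubate 16 hr at 37 °C, then ONE-Glo is added for 30 min before luminescence reading.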
TSG101-PTAP inh – blocks PTAP/TSG101 interaction to inhibit HIV-1 budding; Q99816; Fluorescence polarization, FITC-PTAP peptide / Tsg101 binding; Potency, µM (series often up to 115 µM), for inactives: at the top dose activity change, negative = inhibition, usual class: inhibitors; 340,000 tested, under 10 active; AID 493005; active means well fitted inhibition curve with a large enough effect in the main read-out, with a control signal flat, not every such curve was filed as active; inconclusive means small, poorly fitted or top-dose-only effect, or effect the other way, or a change in a side signal; inactive means no such curve, though single readings can be large or run the other way; further: potency means the concentration at half of the fitted maximal effect; % of control where 0% means no effect
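Steps: Tsg101 binding domain dispensed (10 uM final), compounds pinned in DMSO, FITC-labeled PTAP-motif peptide added (50 nM final); after 20 min binding at room temperature, polarization measured.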
TCR act – activates T cell receptor signaling; primary human leukocytes, anti-CD3, IL-2 HTRF, 48 h; Potency, µM (series often up to 9.22 µM), for the others: at the top dose activation of IL-2 secretion, hits mostly activators; 330,000 tested, under 10 active; AID 504894; further: % of control where 0% means no effect
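IL-2 release read by HTRF sandwich (Eu cryptate donor, d2 acceptor, 665 nm emission) after 48 hr exposure of primary human leukocytes to compound together with anti-CD3 beads in the absence of co-stimulatory signals.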
BCR signal inh – blocks chronic active B-cell receptor signaling; Potency, µM (doses to about 46.1 µM), for inactives: at the top dose ratio change, negative = lower green/red ratio, most hits filed as inhibitors; hit rate 0.05% among 340,000; AID 493014; ABC-DLBCL IkBa-CBG/CBR reporter, luminescence ratio, 4 h; active means well fitted inhibition curve with a large enough effect in the signal ratio, with a control signal flat, not every such curve was filed as active; inconclusive means small, poorly fitted or top-dose-only effect, or effect the other way, or a change in a side signal; the % refers to the signal ratio;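 further: potency means the concentration at half of the fitted maximal effect; plate controls were basal doxycycline-induced cells for no effect and cells given 10 µM MG132 for full effect; MG132 reads +100%, hits lower the ratio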
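Concentration-response series (up to 46 uM) were applied to TMD8 dual-reporter cells for 4 h at 37C with doxycycline. Green/red ratio, after filter-overlap correction, defined %Activity; red signal alone was normalised to basal cells and zero luminescence.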
AT treatment – potential ataxia-telangiectasia treatment | hit rate 0.19% among 320,000 | […] A-T fibroblasts, KAP-1 phosphorylation AlphaLISA; neocarzinostatin DNA damage 30 min before lysis | AID 485349 | Potency, µM (highest dose often 57.5 µM), for inactives: at the top dose activation, hits mostly activators; further: potency means the concentration at half of the fitted maximal effect; % of control where 0% means no effect; nearly all actives have a fitted effect of over 45% in size
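ATM-like activity read as KAP-1 phosphorylation via AlphaLISA donor/acceptor antibody pairs after lysis and 6 hr at 25C. Cells were ATM-null patient fibroblasts ([…], hTERT), dosed 60 min, then exposed to the DSB inducer NCS for 30 min.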
* marks the source's active call; other numbers are inactive results; i = inactive; u = inconclusive; x = not tested or not shown; [ ] = another dose, or the depositor's remark. Unless noted, the call rests on the fitted dose curve; in most records, active means well fitted curve in the direction sought with a large enough effect; inconclusive means small, poorly fitted or top-dose-only effect, or another doubt; inactive means no such curve, though single readings can be large; an effect the other way counts as inactive or inconclusive.

Each structure is followed by: Tb PFK inh, TSHR antagonist, BCR signal inh, ASM inhibitor, Integrin act MD, ELG1 DNA repair, Eya2 inh, Mito fusion yeast, AT treatment, TCR act, TSG101-PTAP inh
> COc1cc(NC(=O)CN2C(=O)c3ccccc3Sc3ccc(C(=O)N4CCOCC4)cc32)cc(OC)c1OC
 : -1%, 3, u, -3%, 17%, -11%, -17%, -11%, 2%, 2%, 0%
> CCOc1ccccc1C(=O)Nc1cccc(-c2nnc(-c3ccccc3)o2)c1
 : 7%, 3, u, 1%, -2%, -16%, -10%, 3%, -11%, 9%, 0%
> CC(=O)N1CC(C)Oc2ccc(S(=O)(=O)NC(CC(=O)O)c3ccccc3)cc21 (stereo not given)
 : 0%, 4, -1%, 4%, 18%, u, 6%, -13%, x, 8%, -4%
> COc1ccc(N2Cc3ccccc3C2=O)cc1
 : -16%, 17, u, -3%, 23%, u, -10%, -9%, -4%, x, 0%
> Nc1cccc(-c2cc(-c3ccccc3)nc(-c3cccc(N)c3)n2)c1
 : 5%, 67, -1%, 201%[activator], 8%, u, -5%, u, 12%, -12%[46.1 µM], -2%
> Cc1cc(C(=O)OCC(=O)Nc2nc(-c3ccccc3)cs2)c(C)o1
 : 6%, -23, u, 5%, 6%, u, 14%[15.4 µM], 6%, 8%, 6%, -4%
> CCC(C)C(NC(=O)C1CCC(C)CC1)C(=O)NC(C(=O)OC)C(C)C (stereo not given)
 : -1%, -4, 1%, 1%, -2%, -18%, 2%, 2%, 1%, -7%, -5%
> c1coc(CNc2c3c(nc4ccccc24)CCC3)c1
 : 0%, -7, 0%, 16%, -62%, -17%, 11%, -5%, 9%, 0%, -7%
> CCC(=O)N1c2ccc(S(=O)(=O)CCC(=O)NCc3ccc4c(c3)OCO4)cc2CC1C (stereo not given)
 : 3%, 9, 5%, 3%, -11%, 0%, 11%, -5%, -5%, -7%, -5%
> Nc1c(N2CCCCC2)c2ccccc2oc1=O
 : -1%, 5, -5%, -2%, -1%, 0%, -1%, 1%, -6%, -4%, 1%
> O=C(NCC1CCCO1)c1nc2c(nnn2Cc2ccc(F)cc2)c(=O)[nH]1 (stereo not given)
 : 2%, 0, u, 2%, 14%, -7%, 2%, -3%, -8%, -1%, -1%
> CN1C(=O)c2cccc(NC(=O)C3CCCCC3)c2C1=O
 : -1%, 9, 6%, 1%, -15%, -1%, -23%, 3%, 1%, 1%, 0%
> c1ccc2oc(-c3csc(N4CCOCC4)n3)cc2c1
 : 1%, -15, u, -2%, 12%, u, -1%, -2%, 5%, -5%, -4%
> COc1cccc(NC(=S)NCc2cccs2)c1
 : -3%, 2, 1%, 5%, 11%, u, -2%, -8%, 2%, -4%[46.1 µM], -1%
> CC1CCCC(C)N1/N=C/c1ccccc1C(=O)O (stereo not given)
 : -1%, 12, -5%, 8%, 2%, 2%, 11%, -5%, -6%, 9%, -5%
> N#CCc1ccc(NC(=O)/C=C/c2ccc([N+](=O)[O-])o2)cc1
 : -5%, 31, u, -3%, -59%[inhibitor], u, 7%, -1%, u, 0%, 0%
> COc1ccc2c(c1)c1nc3n(c(=O)c1n2CC(=O)Nc1ccccc1)CCCS3
 : -3%, 31, -7%, 5%, 25%, u, -1%, -5%, 6%, -7%, 3%
> COc1ccc(-c2noc(CCC(=O)N3CCN(c4ccc(Br)cc4)CC3)n2)cc1
 : -1%, -2, 1%, -13%, -6%, 18%, 4%, x, 1%[11.5 µM], -9%[46.1 µM], -1%
> CC(/C=C1\N=C(SCc2ccccc2Cl)SC1=O)=C\c1ccccc1
 : 1%, -14, 0%, -7%, -5%, 0%, u, 1%, -6%, -1%, -3%
> CC(Nc1nc(N2CCN(S(C)(=O)=O)CC2)nc2ccccc12)c1ccccc1 (stereo not given)
 : -2%, -7, u, 12%, -26%, u, 6%, -3%, -2%, -7%, -10%
> Cc1cc(C)c(C(=O)Nc2cccc(F)c2)c(Cl)n1
 : -6%, 24, -3%, 2%, u, -6%, 5%, 0%, 2%, 6%, -10%
> CSCCC(NC(=O)COc1ccccc1)C(=O)NC1CCC(C)CC1 (stereo not given)
 : 2%, 6, -4%, -1%, -6%, 6%, -5%, 0%, -3%, -6%, -5%
> Cc1cc(NC(=O)C2CCCN2C(=O)Nc2cccc(Cl)c2)ccc1-n1cnnn1 (stereo not given)
 : 3%, -10, 3%, -3%, 7%, -1%, 3%, 0%, -1%, 4%, -5%
> CN1CCCN(C(=O)c2ccc(Cl)s2)CC1
 : -1%, 11, 1%, -1%, -1%, 15%, -3%, -3%, -5%, 9%, -3%
> Cc1nc2cc(C(=O)NCc3ccc4c(c3)OCO4)ccc2n1-c1ccc(Br)cc1
 : -1%, 0, u, -3%, 0%, -16%, -1%, u, 3%, -4%[46.1 µM], -4%
> Cc1ccc2cc(CN(Cc3nnnn3C3CCCCC3)CC3CCCO3)c(=O)[nH]c2c1 (stereo not given)
 : 2%, -8, 1%, 0%, -2%, -6%, -2%, 7%, 25%, x, -11%
> COc1ccc(N(CC(=O)NCCc2ccc(Cl)cc2)S(=O)(=O)c2c(C)[nH]c(=O)[nH]c2=O)cc1
 : -2%, 0, 9%, -1%, -6%, 10%, -2%, -8%, -2%, 2%, -4%
> Cc1cc(=O)oc2cc(OC(=O)c3ccccc3)ccc12
 : -1%, 34, u, i, 4%, -17%, -12%, 10%, 10%, 4%, 2%
> Cc1ccc(C(=O)NCCc2nnc3c(C(F)(F)F)cc(Cl)cn23)o1
 : 2%, -8, -1%, 4%, 36%, 2%, 12%, 7%, 2%, -8%, 0%
> CCCc1nc2nc(C)c(NS(=O)(=O)c3ccc(CC(C)C)cc3)c(=O)n2[nH]1
 : -24%, -3, 9%, -3%, 23%, 8%, 4%, -2%, -6%, -1%, -9%
> Cc1onc(-c2ccccc2)c1-c1nnc(CN2CCN(S(=O)(=O)c3ccccc3)CC2)o1
 : 0%, -18, 3%, 1%, -38%, u, 4%, 0%, 1%, -8%, 0%
> O=C(C1CCC1)N1CCc2cc(S(=O)(=O)NC3CCCc4ccccc43)ccc21 (stereo not given)
 : -3%, -1, 3%, -13%, -5%, u, 17%, 0%, 4%, -8%, -4%
> Cc1cc(C)cc(NC(=O)COC(=O)CCCC2=NS(=O)(=O)c3ccccc3N2)c1
 : 0%, 4, -6%, 0%, 13%, 18%, 0%, -1%, -1%, 7%, -1%
> CCCCC(=O)NCCc1cc2c(OC)ccc(OC)c2[nH]c1=O
 : 2%, 19, u, 2%, -8%, -12%, 7%, -1%, 3%, -15%, -7%
> O=C1C2C3C=CC(C3)C2C(=O)N1/N=C/c1cc(Br)cc([N+](=O)[O-])c1O (stereo not given)
 : -2%, -11, 15%, -6%, -4%, -2%, -2%, 12%, -4%, -24%, -26%
> COc1ccc(/C=C(\NC(=O)c2cccs2)C(=O)Nc2ccc(C)cc2)cc1OC
 : 6%, 2, 0%, -1%, -20%, -11%, -7%, -4%, 0%, -5%[46.1 µM], 1%
> COc1ccc(CCn2c(C3CCCCC3)nc3c(c(=O)c4ccccc4n3C)c2=O)cc1OC
 : 3%, -8, -12%, -5%, 0%, u, -23%, -11%, -5%, 3%, -3%
> COc1cc(C(=O)NCc2ccc(-c3nc4ccccc4o3)cc2)cc(OC)c1OC
 : x, x, x, -3%, 19%, x, x, -4%, x, -12%, 0%
> Cc1ccc(C)c(OCc2ccc(C(=O)N3N=C(C(F)F)CC3(O)C(F)F)o2)c1 (stereo not given)
 : 1%, 1, -8%, -2%, -10%, -12%, -3%, 2%, 4%, 1%[46.1 µM], 1%
> Cc1cc2c(s1)c(C=O)c(C(=O)NCc1ccccc1F)n2C
 : -4%, 14, 26%, x, x, x, -21%, 0%, 5%, x, x
> CCN1/C(=C2/SC(=S)N(NC(C)=O)C2=O)Sc2ccccc21
 : 3%, -5, 0%, 1%, u, 0%, 4%, -2%, 8%, x, u

Bioassay records: PubChem, National Center for Advancing Translational Sciences (NCATS)
